# Bioassay records as filed in PubChem.
# NPY2 pot ag – NPY-Y2 potentiators or agonists, primary screen, cell-based | cells expressing NPY-Y2, potentiator/agonist read-out | 0.45% of 220,000 active | activation, % at 3.6 µM; in the data active = activation above about 27%;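 note: cells stimulated with NPY near EC25 plus isoproterenol at EC100; 0% = vehicle plus submaximal agonist and 100% = vehicle plus saturating agonist; some results beyond the cut were filed as inactive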
# Target sequence (P49146 whole entry, looked up): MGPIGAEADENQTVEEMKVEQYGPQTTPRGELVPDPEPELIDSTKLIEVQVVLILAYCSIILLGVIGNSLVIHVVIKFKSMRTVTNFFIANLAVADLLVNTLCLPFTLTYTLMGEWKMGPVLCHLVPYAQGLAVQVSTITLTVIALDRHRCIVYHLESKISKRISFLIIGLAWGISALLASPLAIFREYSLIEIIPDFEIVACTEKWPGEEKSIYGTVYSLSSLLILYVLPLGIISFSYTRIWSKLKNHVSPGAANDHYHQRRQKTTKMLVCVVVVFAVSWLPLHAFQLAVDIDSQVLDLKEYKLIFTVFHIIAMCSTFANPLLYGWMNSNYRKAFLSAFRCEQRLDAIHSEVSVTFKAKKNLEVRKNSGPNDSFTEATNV
# NPY-Y1 antag – NPY-Y1 receptor antagonists, primary screen, cell-based. Neuropeptide Y receptor type 1 (Homo sapiens), P25929. HEK293-CNG Y1 cells, membrane potential fluorescence; NPY at EC95, then isoproterenol. inhibition, % at 3.6 µM. 1% of 200,000 active;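 active = inhibition above the campaign mean inhibition of all tested compounds plus 3 SD, cut at about 20% in these data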;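 note: 0% = DMSO wells given NPY plus isoproterenol and 100% = isoproterenol alone without NPY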
#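 Assay system: HEK293 cells with Y1 receptor plus CNG channel | Probe or stimulus: NPY (25 nM), isoproterenol (1 µM), Ro 20-1724 (25 µM) | Timing: Compound incubation 1 h at room temperature, readout 45 min post-stimulation | Measured by: Membrane-potential fluorescent dye readout | Benchmarks: High control isoproterenol alone, low control NPY with isoproterenol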
# S1P4 ag – S1P4 receptor agonists, primary screen, cell-based. Sphingosine 1-phosphate receptor 4 (Homo sapiens), O95977. S1P4-expressing cell line, agonist reporter assay. activation, % at 4.98 µM. 0.35% of 220,000 active. AID 1509, 2009; in the data active = activation above about 11%;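 note: 0% = DMSO vehicle and 100% = reference agonist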
# p97 ATPase inh – inhibitors of human p97 ATPase, primary screen, biochemical; Transitional endoplasmic reticulum ATPase (Homo sapiens), P55072; recombinant p97 ATPase, Kinase-Glo ATP luminescence, 3 h; inhibition, % at 8 µM; 0.42% of 220,000 active; AID 1481, 2009; in the data active = inhibition above about 15%;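 note: 0% = DMSO vehicle and 100% = wells lacking enzyme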
# S1P4 antagonist – S1P4 receptor antagonists, primary screen, cell-based; Sphingosine 1-phosphate receptor 4 (Homo sapiens), O95977; S1P4-expressing cells, antagonist mode, reporter read-out; inhibition, % at 4.98 µM; 0.26% of 220,000 active; in the data active = inhibition above about 29%;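 note: 0% = wells stimulated with agonist and 100% = vehicle wells without agonist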
# EP2 antag – human EP2 receptor antagonists, primary screen, TR-FRET cAMP, C6 glioma cells; C6 glioma cells expressing human EP2; cells stimulated with saturating PGE2; inhibition, % at 25 µM; 0.52% of 260,000 active; AID 1422, 2008; Prostaglandin E2 receptor EP2 subtype (Homo sapiens), P43116;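 active = percent inhibition above 40 after rounding to a whole number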;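 note: rat C6 glioma host cells with rolipram phosphodiesterase inhibitor present; the protocol text gives 20 µM as final concentration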
# Target sequence (P43116 whole entry, looked up): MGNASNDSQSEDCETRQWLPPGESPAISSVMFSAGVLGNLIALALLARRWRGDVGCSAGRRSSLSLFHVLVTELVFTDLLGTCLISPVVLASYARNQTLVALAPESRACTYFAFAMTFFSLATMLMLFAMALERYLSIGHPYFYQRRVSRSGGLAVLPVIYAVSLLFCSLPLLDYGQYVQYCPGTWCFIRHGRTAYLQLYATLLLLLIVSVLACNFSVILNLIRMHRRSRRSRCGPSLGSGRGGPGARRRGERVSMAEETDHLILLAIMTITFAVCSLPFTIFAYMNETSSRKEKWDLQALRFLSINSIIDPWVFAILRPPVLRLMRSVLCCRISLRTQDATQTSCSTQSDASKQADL
# EP2 mod – EP2 receptor modulators, cAMP readout, primary screen, cell-based, HTRF cAMP, PGE2 stimulation | Prostaglandin E2 receptor EP2 subtype (Homo sapiens), P43116 | EP2-expressing cells, cAMP HTRF FRET, PGE2 co-stimulation | induction, % at 25 µM | 0.83% of 260,000 active | AID 940, 2007;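 active = compounds whose cAMP rise, as percent of the full-agonist control response, exceeds 60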;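 note: rat C6 glioma line stably carrying human EP2 under a CMV promoter; the protocol text gives 20 µM as final concentration; 100% = response of wells given 1 µM PGE2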
# NPY1 pot ag – NPY-Y1 receptor potentiators or agonists, primary screen, cell-based. Neuropeptide Y receptor type 1 (Homo sapiens), P25929. NPY-Y1 expressing cells, potentiator/agonist activation. activation, % at 3.6 µM. 0.37% of 220,000 active; in the data active = activation above about 33%, passing the limit was not always enough;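 note: cells stimulated with NPY at EC10 then isoproterenol at EC100; 0% = low agonist plus stimulus and 100% = saturating agonist plus stimulus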
# eIF4E 4G PPI – eIF4E–eIF4G protein interaction inhibitors, primary screen, biochemical, uHTS, TR-FRET, eIF4GI fragment | Eukaryotic translation initiation factor 4E (Mus musculus) + Eukaryotic translation … | TR-FRET eIF4E-eIF4GI(517-606) binding, 2 h | inhibition, % at 21.7 µM | 0.37% of 220,000 active;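 active = inhibition above about 30%, limit read from the data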;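 note: 0% = full FRET control wells and 100% = background wells lacking eIF4GI fragment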
# Numbers without * were called inactive; / = no result given; [ ] = another dose, or the depositor's remark. Only part of the results is shown; the hit share may differ from the screen's.
# Start of the data: the first two entries (preview)
SMILES,NPY2 pot ag,NPY-Y1 antag,S1P4 ag,p97 ATPase inh,S1P4 antagonist,EP2 antag,EP2 mod,NPY1 pot ag,eIF4E 4G PPI
CC1=CC(=O)NP(=O)(Oc2ccc3ccccc3c2)N1 (configuration not stated),-5,-1,0.4,1,-6,1,13,-23,81*
CN(C)P(=O)(CCl)Nc1ccccc1 (configuration not stated),3,0,-0.3,4,-11,5,12,-4,3[fluorescence artefact?]

# The list itself, repeating the preview:
SMILES,NPY2 pot ag,NPY-Y1 antag,S1P4 ag,p97 ATPase inh,S1P4 antagonist,EP2 antag,EP2 mod,NPY1 pot ag,eIF4E 4G PPI
CC1=CC(=O)NP(=O)(Oc2ccc3ccccc3c2)N1 (configuration not stated),-5,-1,0.4,1,-6,1,13,-23,81*
CN(C)P(=O)(CCl)Nc1ccccc1 (configuration not stated),3,0,-0.3,4,-11,5,12,-4,3[fluorescence artefact?]
CC(C)CCNC(=O)c1c(N)n(Cc2ccc3c(c2)OCO3)c2nc3ccccc3nc12,1,2,2.8,0,3,6,29,-7,-45
CC(CCc1ccccc1)NCCC#N (configuration not stated),27,/,0.9,6,-18,9,6,56*,-3
O=[N+]([O-])c1cc(F)c(N2CCCC2)cc1N1CCNCC1,20,3,-1.2,0,-3,1,-2,26,3
Cc1nn(C)c(C)c1P(=S)(c1c(C)nn(C)c1C)N(C)C,4,0,-2.5,4,-10,10,20,-1,0
C=CCn1c(O)c(C(C)=Nc2ccc(C(=O)O)cc2)c(=O)[nH]c1=O,-10,/,2.3,4,-9,9,14,6,-2
Cn1cc(C(=O)N2CCC3(CC2)OCCO3)c2c3ccccc3n(C)c2c1=O,1,-1,1.5,7,-9,8,-75,-6,8
CCn1c(P(C)(=O)O)nc2cc(NC(=O)c3ccccc3F)ccc21,3,6,0.0,3,3,10,19,3,-1
CCOC(=O)C1=C(N)OC2=C(C(=O)CC(C)(C)C2)C12C(=O)Nc1ccccc12 (configuration not stated),11,-2,-0.1,6,-10,6,43,13,4[fluorescence artefact?]
COC(=O)c1ccc(C(C(=O)NC2CCCCC2)N(CCN2CCOCC2)C(=O)Cc2cccs2)cc1 (configuration not stated),-6,2,0.9,-5,-21,3,-6,10,1
Cc1ccc2c(c1)[C@@H]1CN(C)CC[C@@H]1N2C(=O)Nc1cccc(C(F)(F)F)c1,-9,4,2.1,1,6,7,-4,-10,-9
Cc1cc(/C=C2\C(=O)NC(=O)N(Cc3ccccc3Cl)C2=O)c(C)n1-c1ccc(C(=O)O)cc1,-20,4,2.9,5,-19,11,6,9,8
CCOC(=O)c1c(C)n(Cc2ccc(F)cc2)c2ccc(O)cc12,2,/,-0.6,9,3,10,30,16,4
O=C(COc1ccc2ccccc2c1)N1CCN(C2CCN(Cc3ccccc3)CC2)CC1,-12,15,0.3,-7,3,2,-42,-45,4
Cc1ccc(-c2nc3ccccc3c(=O)n2-c2cccnc2)cc1,2,0,0.6,5,-2,4,-22,-5,-4
CN1C(=O)N(C)C(=O)C2(Cc3c(nc4ccccn4c3=O)N3CCc4ccccc4C32)C1=O (configuration not stated),4,4,-1.5,-2,-8,12,4,-5,-12
O=[N+]([O-])c1cc(F)c(N2CCCC2)cc1Br,-4,-2,-1.2,6,-18,3,-36,-3,0
Cc1nc2nc(C)c(CCC(=O)N3CCC4(CC3)OCCO4)c(C)n2n1,19,4,1.5,9,-8,9,14,-2,12
Cc1c(N=Nc2c(O)[nH]c(=S)[nH]c2=O)c(=O)n(-c2ccccc2)n1C,-2,-2,1.8,8,-1,7,-5,-6,2
CCOP(=O)(OCC)c1cccc(O)c1,0,1,-0.8,-1,-7,4,20,0,2
Cc1ccccc1NC1=NCCCS1,-3,5,1.3,2,-22,6,11,5,3[fluorescence artefact?]
CN1CCN(Cc2ccccc2Sc2ccccc2)CC1,2,12,0.1,2,0,9,14,-34,-5
COC(=O)c1ccc(NC(=O)CSc2nc3ccc(N4C(=O)C5C6C=CC(C6)C5C4=O)cc3s2)cc1 (configuration not stated),24,-4,-0.8,7,0,10,-12,33,1
CC(C)n1c(O)c(C2c3cc(Cl)ccc3Oc3[nH]c(=O)n(C(C)C)c(=O)c32)c(=O)[nH]c1=O (configuration not stated),-8,/,1.1,2,35*,21,-32,13,1
CN1CCC(O)(c2ccccc2)C(C(=O)c2ccccc2)C1 (configuration not stated),0,2,1.0,-1,-19,13,-5,-12,0[fluorescence artefact?]
CCOC(=O)N(C)c1ccc(C(O)(C(=O)OC)C(F)(F)F)cc1 (configuration not stated),-2,-2,0.4,3,-10,18,-34,-16,6
COc1ccc(NC(=O)CN2CC=C(c3ccccc3)CC2)cc1S(=O)(=O)N1CCOCC1,0,-3,0.5,1,-4,-2,-25,5,-1
CC1CC(OC(=O)c2ccccc2)CC(C)N1C (configuration not stated),-1,11,-0.7,3,-4,4,-2,8,7
O=P1(NCc2ccco2)COc2ccccc2OC1,1,-6,1.9,11,-7,6,23,-4,2

# By substructure, the compounds so far with a nitro group on carbon (2)
SMILES,NPY2 pot ag,NPY-Y1 antag,S1P4 ag,p97 ATPase inh,S1P4 antagonist,EP2 antag,EP2 mod,NPY1 pot ag,eIF4E 4G PPI
O=[N+]([O-])c1cc(F)c(N2CCCC2)cc1N1CCNCC1,20,3,-1.2,0,-3,1,-2,26,3
O=[N+]([O-])c1cc(F)c(N2CCCC2)cc1Br,-4,-2,-1.2,6,-18,3,-36,-3,0

# Next entries follow:
SMILES,NPY2 pot ag,NPY-Y1 antag,S1P4 ag,p97 ATPase inh,S1P4 antagonist,EP2 antag,EP2 mod,NPY1 pot ag,eIF4E 4G PPI
CN(C)S(=O)(=O)c1cc(NC(=O)COC(=O)Cc2ccccc2)ccc1Cl,1,-2,0.1,-6,-13,11,-9,-2,-3
N#Cc1c(/N=C/c2ccc(O)cc2O)sc2c1C1CCN2CC1,-1,-6,1.2,0,-18,15,-47,-5,2[fluorescence artefact?]
Cc1ccc(-n2c(O)c(C=NCCN3CCOCC3)c(=O)[nH]c2=O)cc1,5,1,-1.2,6,-7,9,13,3,5
CN(C)CC1CSCCC1(O)c1cccc(Cl)c1 (configuration not stated),-7,-1,1.2,2,-6,9,-5,5,-2
Cc1ccsc1C(=O)C1CCCN(Cc2ccn[nH]2)C1 (configuration not stated),11,2,-1.2,1,6,4,-15,5,2
O=c1[nH]c(=O)n(Cc2ccccc2)c(O)c1/C=N/NCCO,-7,/,0.4,0,-8,11,-7,1,-5
CCN(CC)P(=O)(c1n(CC)cc[n+]1CC)N(CC)CC,-7,0,2.2,2,-1,6,-4,0,3
COc1ccc(C(=O)C(C)(C)NO)cc1,-3,6,-1.0,5,-10,12,0,0,3
CCOc1ccc(Cc2c(O)[nH]c(=O)[nH]c2=O)cc1,6,-1,-0.2,3,-9,5,22,7,5
O=C1NC(=O)C(C(CC(=O)c2ccccc2)c2ccccc2)C(=O)N1 (configuration not stated),-11,6,0.6,-7,-2,7,8,-15,-1
C=CCn1c(O)c(/C=N/N2CCCCC2c2cccnc2)c(=O)[nH]c1=S (configuration not stated),-14,2,-0.5,0,-14,6,1,-16,1[fluorescence artefact?]
CN(C)CCN=Cc1c(O)n(CCC2=CCCCC2)c(=O)[nH]c1=O,14,1,-1.1,1,-6,4,-15,-1,-6
COC(=O)c1c(C)n(Cc2ccccc2)c2ccc(O)cc12,-21,-1,0.1,-5,-28,3,-11,-26,4
O=C1NC(=O)N(Cc2ccco2)C(=O)/C1=C\c1cccn1CCOc1ccc(Cl)cc1,3,-1,-0.6,7,2,17,-4,-17,0
C=CCN1C(=O)C2(C(C(=O)OCC)=C(N)Oc3c2c(=O)oc2ccccc32)c2ccccc21 (configuration not stated),2,-2,-2.5,0,-2,5,1,1,3[fluorescence artefact?]
Cn1c(C(=O)N2CCC(C(=O)N3CCC4(CC3)OCCO4)CC2)cc2sccc21,1,-2,-1.7,4,2,2,7,19,1
CC(C(=O)Nc1ccc(Br)cc1C(=O)c1ccccc1)N1CCOCC1 (configuration not stated),-1,9,2.2,4,3,11,10,9,-5
Cc1ccc(-c2nc(N(C)C3CCN(C)CC3)c3ccccc3n2)cc1,25,14,-4.8,-5,16,8,-28,-17,-1
C[C@@]1([C@@H](NP(=O)(c2ccccc2)c2ccccc2)c2ccccc2)C[C@H]1CCO,8,8,-0.4,7,-4,5,30,4,0
N[C@@H](Cc1c[nH]c2ccccc12)c1nnc(SCc2ccccc2F)o1,-10,0,0.7,-4,16,9,-13,-28,12
Cc1cccc(CN2CCN(Cc3ccc(Cl)cc3)CC2)c1,-12,10,-0.2,-7,2,15,27,5,2
CC(C)N1CCN(c2ccc(O)cc2)CC1,7,-5,0.1,6,11,5,-2,8,-7
CC1=C(C(=O)N2CCC3(CC2)OCCO3)C2(CCC(C)CC2)OC1=O (configuration not stated),16,-1,0.1,6,-17,8,5,7,-1[fluorescence artefact?]
Cc1ccc(CN2C(=O)NC(=O)C3(Cc4c(nc5ccccn5c4=O)N4CCCCCC43)C2=O)cc1 (configuration not stated),-2,-1,1.6,4,-8,5,55,13,1
CC(C(=O)c1c[nH]c2ccccc12)N1CCOCC1 (configuration not stated),-6,/,0.4,2,12,2,-23,-12,-3
COc1cc(N2CCOCC2)ccc1/C=C1\C(=O)NC(=O)N(Cc2cccs2)C1=O,0,-2,1.1,6,1,13,-50,-1,3
CCC(=NCCc1c[nH]c2ccccc12)c1c(O)n(-c2ccc(C)cc2)c(=O)[nH]c1=O,-2,1,2.9,2,-33,10,-38,-8,0
COc1c(C)cc(C(=O)C2CCCN(Cc3ccccn3)C2)cc1C (configuration not stated),5,0,1.7,-5,-17,0,-35,-8,-4
CC(=NCc1ccc2c(c1)OCO2)c1c(O)[nH]c(=O)[nH]c1=O,11,-3,1.0,2,-10,16,1,12,6
C=CCC1C(=O)NC(=S)NC1=O,-5,0,0.0,0,6,3,9,-3,10
O=P(N1CCCCC1)(N1CCCCC1)C(Cl)(Cl)Cl,12,4,-0.5,-3,-6,0,28,18,-3
CCC(C)C12CN3CCN(CC(C)(C3)C1O)C2 (configuration not stated),4,7,3.8,10,-6,7,18,9,-2
COc1ccc(NC2=NCC(C)S2)cc1 (configuration not stated),-4,-6,0.8,0,-4,4,-21,-3,5
